CBFb-RUNX1 inh = blocks binding between human CBF-beta and RUNX1 | AlphaScreen CBFb-His/RUNX1-biotin binding, biochemical | 230,000 tested, under 10 active | Q01196+Q13951 | Potency, µM (titrated, usually from 59.8 µM), inactives show at the top dose activity, negative = inhibition, hits mostly inhibitors; also: % of control where 0% means no effect
Target sequence (Q01196 whole entry, looked up): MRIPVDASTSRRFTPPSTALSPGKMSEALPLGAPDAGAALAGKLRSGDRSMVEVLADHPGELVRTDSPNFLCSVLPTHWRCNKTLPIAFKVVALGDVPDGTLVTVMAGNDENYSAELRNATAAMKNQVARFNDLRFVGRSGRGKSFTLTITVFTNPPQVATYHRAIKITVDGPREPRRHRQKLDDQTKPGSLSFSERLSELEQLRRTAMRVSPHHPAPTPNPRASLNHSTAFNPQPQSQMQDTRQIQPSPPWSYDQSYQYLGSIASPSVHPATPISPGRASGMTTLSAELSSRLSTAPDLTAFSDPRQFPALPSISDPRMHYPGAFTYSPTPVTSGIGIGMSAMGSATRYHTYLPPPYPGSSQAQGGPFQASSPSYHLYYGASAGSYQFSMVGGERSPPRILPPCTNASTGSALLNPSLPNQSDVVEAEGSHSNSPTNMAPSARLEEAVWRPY
Target sequence (Q13951 whole entry, looked up): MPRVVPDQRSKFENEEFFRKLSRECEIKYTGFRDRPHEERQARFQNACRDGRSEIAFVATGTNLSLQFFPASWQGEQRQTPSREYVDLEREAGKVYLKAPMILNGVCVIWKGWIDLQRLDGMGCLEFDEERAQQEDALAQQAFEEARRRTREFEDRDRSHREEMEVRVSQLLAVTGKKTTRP
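Read-out: AlphaScreen. Format: His-CBF-beta with biotinylated RUNX1 (30 nM each) preincubated 20 min, compound 15 min, Ni-chelate plus streptavidin beads 90 min; room temperature throughout.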
NPSR antag = neuropeptide S receptor (human) antagonism, cAMP | CHO-NPSR cells, cAMP TR-FRET, antagonist mode | Potency, µM (titrated, usually from 38.3 µM), without a hit: top-dose activity change, negative = inhibition, usual class: inhibitors | 220,000 tested, 1% active | AID 1461; also: potency is read from the fitted curve at half-maximal effect; % is scaled to controls: 0 for no effect and ±100 for the full control effect; nearly all actives have a fitted effect of over 50% in size; many of its hits are not listed in these tables
Target sequence (Q6W5P4 whole entry, looked up): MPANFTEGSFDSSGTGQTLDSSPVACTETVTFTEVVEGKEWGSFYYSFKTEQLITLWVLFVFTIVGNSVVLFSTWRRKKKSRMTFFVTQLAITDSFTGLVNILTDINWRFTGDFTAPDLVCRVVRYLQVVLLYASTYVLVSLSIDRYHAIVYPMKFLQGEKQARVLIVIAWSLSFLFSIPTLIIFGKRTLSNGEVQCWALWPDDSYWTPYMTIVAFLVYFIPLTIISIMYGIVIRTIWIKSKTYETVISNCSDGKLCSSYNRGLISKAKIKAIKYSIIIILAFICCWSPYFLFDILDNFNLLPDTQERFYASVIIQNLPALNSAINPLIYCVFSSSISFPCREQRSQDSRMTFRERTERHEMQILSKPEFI
Luc counter = counter-screen: inhibitors of Kinase-Glo firefly luciferase; Kinase-Glo luciferase, ATP luminescence, 8 min; Potency, µM (titrated, usually from 38.3 µM), for inactives: at the highest dose activity change, negative = inhibition, usual class: inhibitors; 200,000 tested, 0.28% active; AID 1379; also: potency is read from the fitted curve at half-maximal effect; % is scaled to controls: 0 for no effect and ±100 for the full control effect; nearly all actives have a fitted effect of over 60% in size
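Inhibition of Kinase-Glo luciferase light generation was assessed at 10 uM ATP in pH 7.2 imidazole buffer, with luminescence measured after eight minutes at ambient temperature.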
LMNA splice mod = modulators of lamin A splicing. Potency, µM (doses to about 46.1 µM), for the others: top-dose ratio change, negative = inhibition, usual class: inhibitors. AID 1487. HeLa LMNA splicing GFP/RFP minigene ratio, 48 h. 200,000 tested, 0.01% active; active = well fitted inhibition curve with a large enough effect in the signal ratio, with a control signal flat, not every such curve was filed as active; inconclusive = small, poorly fitted or top-dose-only effect, or effect the other way, or a change in a side signal; the % refers to the signal ratio; also: potency is read from the fitted curve at half-maximal effect; % is scaled to controls: 0 for no effect and ±100 for the full control effect
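Read-out is the ratio of GFP to DsRed2 object intensity, acquired by 488 nm laser-scanning cytometry on HeLa lamin A-EGFP minigene reporter cells. Compound incubation 48 hrs at 37 °C in Opti-MEM with 2% FBS; DMSO 0.5% final.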
HTT aggregate = inhibitors of mutant huntingtin aggregate formation in PC12 cells. PC12 HttQ103-GFP aggregates, Acumen cytometry, 40 h. 220,000 tested, 1.1% active. Potency, µM (doses to about 46.1 µM), without a hit: at the top dose activity change, negative = inhibition, usual class: inhibitors; also: potency is read from the fitted curve at half-maximal effect; % is scaled to controls: 0 for no effect and ±100 for the full control effect; nearly all actives have a fitted effect of over 60% in size
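Huntingtin Q103 exon 1–GFP aggregates in induced PC12 cells (100 nM tebufenozide) were quantified by cytometry from lysates, with compounds dosed in titration.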
IMPase Li inh = IMPase inhibition in cells with lithium potentiation; CHO-M1 cells, IP1 TR-FRET (IP-One), carbachol + lithium; Potency, µM (series often up to 59.4 µM), inactives show at the top dose activity, negative = IMPase inhibition, hits mostly inhibitors; 210,000 tested, 0.35% active;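 also: IP1 builds up when IMPase is blocked and the TR-FRET signal falls; potency is read from the fitted curve at half-maximal effect; plate controls were basal vehicle for no effect and high inhibitor control for full effect; nearly all actives have a fitted effect of over 50% in size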
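Test compounds were applied to CHO-M1 cells previously cultured for 16–30 h at 2000 per well. A small lithium amount accompanied them; after 30 min at 37C, IP1 was quantified by TR-FRET.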
Epigenetic derep = derepresses silenced GFP reporter in murine cells | AID 1865 | 280,000 tested, 0.2% active | Potency, µM (series often up to 53.9 µM), without a hit: at the highest dose GFP activation, most hits filed as activators | murine LDR cells, GFP reporter derepression, 30 h; also: potency is read from the fitted curve at half-maximal effect; % of control where 0% means no effect; nearly all actives have a fitted effect of over 60% in size
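Reporter derepression read as number of fluorescent GFP-positive objects, 20-120 um in size, counted by laser-scanning cytometer. Mouse LDR line with an epigenetically silenced CMV-GFP locus; compound incubation 30 h, 37 C.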
Starred values were filed as active, the others as inactive; ? = inconclusive; · = not tested or not shown; & = joins results of further samples; [ ] = dose if it differs, or a comment. Unless noted, calls follow the shape of the dose curve; as a rule, active = well fitted curve in the direction sought with a large enough effect; inconclusive = small, poorly fitted or top-dose-only effect, or another doubt; inactive = no such curve, though single readings can be large; an effect the other way counts as inactive or inconclusive. Only part of the results is shown (hit frequency here may not be typical).

1. CCc1nn(CC(=O)NCCCN(CC)c2cccc(C)c2)c(=O)c2cc3occc3n12
2. COc1ccc(C2=NN(C(=O)CCC(=O)O)C(c3cccs3)C2)cc1OC (stereo not drawn)
3. Nc1nc(-c2ccc(Cl)cc2)nn1C(=O)c1cccnc1
4. COc1ccc(C(=O)OCC(=O)Nc2sccc2C(N)=O)cc1OC
5. COc1cccc(C2C(C(=O)c3sc(C)nc3C)=C(O)C(=O)N2CCN(C)C)c1OC (stereo not drawn)
6. CCOC(=O)C1=C(C)NC(=S)NC1c1ccc(OC(=O)c2ccco2)cc1 (stereo not drawn)
7. O=C(Nc1ccc2ccccc2c1)/C(=C/c1cccc(Br)c1)NC(=O)c1ccco1
8. CCCc1cc(C(=O)Nc2nnc(C)s2)cs1

assay / entry,1,2,3,4,5,6,7,8
CBFb-RUNX1 inh,-0.2%,2.2%,8.8%,6.0%,4.3%,-2.5%,9.3%,5.6%
NPSR antag,?,-5.8%,-15.5%[46.1 µM],12.1%[7.67 µM],8.7%[46.1 µM],8.0%,1.2%,2.3%[46.1 µM]
Luc counter,0.8%,0.9%,0.5%,·,·,3.2%,-2.5%,-5.8%
LMNA splice mod,·,4.2%[46 µM],-1.0%,·,3.2%,-3.7%,?,-3.0%
HTT aggregate,?,13.9%[9.22 µM],-11.4%,-4.1%[9.22 µM],0.8%,1.0%,-8.1%,3.0%
IMPase Li inh,9.3%,2.4%,17.8%[38.3 µM],·,·,0.6%,5.1%,3.3%[38.3 µM]
Epigenetic derep,0.4%,-3.5%,-1.1%,5.2%,-6.9%,-1.8%,-0.8%,-1.1%

9. COc1ccccc1NC(=O)CN1CCN(CC(=O)Nc2ccc(Cl)c(C(F)(F)F)c2)CC1
10. O=C(NCc1cn2ccsc2n1)Nc1ccc(Cl)cc1
11. CSc1ccccc1C(=O)C1CCCN(C(=O)c2cc(C(C)C)no2)C1 (stereo not drawn)
12. Cc1ccc(NC(=O)CN(c2ccc(C)cc2)S(=O)(=O)c2cccc3nonc23)cc1
13. Cc1ccc(CNc2ccc(N3C(=O)CC(C)C3=O)cc2[N+](=O)[O-])cc1 (stereo not drawn)
14. CCCn1nnnc1NCc1ccccc1OCc1cccs1
15. CCCn1nc(Oc2nc(NCC)nc(NC(C)C)n2)ccc1=O
16. CC(C)C1NC(C(=O)O)Cc2c1[nH]c1ccccc21 (stereo not drawn)

assay / entry,9,10,11,12,13,14,15,16
CBFb-RUNX1 inh,2.5%,-3.4%,3.9%,0.0%,?,5.6%,-0.2%,6.8%
NPSR antag,?,-0.6%[46.1 µM],3.8%,-38.0%,23.9%,-12.9%[46.1 µM],-6.5%[46.1 µM],·
Luc counter,-5.4%,-4.5%,-1.4%,3.5%,3.7%,0.8%,-1.1%,-1.5%
LMNA splice mod,?,-3.5%,-11.1%[46 µM],?,?,-12.2%,-9.2%,·
HTT aggregate,?,-11.4%,17.5%[9.22 µM],2.5%,13.8%,-30.4%,9.5%,·
IMPase Li inh,18.3%[38.3 µM],-6.7%[38.3 µM],-3.8%,8.3%,3.5%,20.5%[38.3 µM],-5.5%[38.3 µM],-0.1%
Epigenetic derep,0.8%,1.3%,-1.1%,4.1%&0.0%,1.0%,-1.1%,0.9%,-0.3%

Full records from above.
Entry for `CCCn1nc(Oc2nc(NCC)nc(NC(C)C)n2)ccc1=O` → CBFb-RUNX1 inh: -0.2%; NPSR antag: -6.5%[46.1 µM]; Luc counter: -1.1%; LMNA splice mod: -9.2%; HTT aggregate: 9.5%; IMPase Li inh: -5.5%[38.3 µM]; Epigenetic derep: 0.9%
Entry for `O=C(NCc1cn2ccsc2n1)Nc1ccc(Cl)cc1` → CBFb-RUNX1 inh: -3.4%; NPSR antag: -0.6%[46.1 µM]; Luc counter: -4.5%; LMNA splice mod: -3.5%; HTT aggregate: -11.4%; IMPase Li inh: -6.7%[38.3 µM]; Epigenetic derep: 1.3%
Entry for `COc1ccccc1NC(=O)CN1CCN(CC(=O)Nc2ccc(Cl)c(C(F)(F)F)c2)CC1` → CBFb-RUNX1 inh: 2.5%; NPSR antag: ?; Luc counter: -5.4%; LMNA splice mod: ?; HTT aggregate: ?; IMPase Li inh: 18.3%[38.3 µM]; Epigenetic derep: 0.8%

(next part)
17. CCC(C)NS(=O)(=O)c1ccc(NC(=O)Cc2ccc(OC)cc2)cc1 (stereo not drawn)
18. O=C(O)CC(=O)Nc1ccccc1
19. C=CCc1ccc(OCCCCNC2CCCC2)c(OC)c1
20. COc1cccc(Nc2nnc(SCC(=O)N3CC(C)OC(C)C3)s2)c1 (stereo not drawn)
21. O=C(O)CCCCCN=C1CCc2ccccc2N1
22. CCCc1cc(C(N)=O)c(NC(=O)c2ccoc2C)s1
23. Cc1ccc(-c2nc(N)n(C(=O)c3cccnc3)n2)cc1
24. COCCN(C(=O)Cc1cccs1)C(C(=O)NC1CCCC1)c1cc(OC)c(OC)c(OC)c1 (stereo not drawn)

assay / entry,17,18,19,20,21,22,23,24
CBFb-RUNX1 inh,1.5%,5.0%,-0.4%,5.3%,-4.1%,1.1%,0.0%,2.8%
NPSR antag,-7.3%,-2.7%[46.1 µM],-1.0%,-8.4%[46.1 µM],-2.9%[46.1 µM],-10.6%[46.1 µM],2.0%[46.1 µM],1.4%
Luc counter,-5.7%,-3.1%,1.4%,-9.6%,-1.3%,4.2%,-1.9%,-0.8%
LMNA splice mod,·,7.6%,?,-7.1%,?,3.6%,11.3%,11.9%[46 µM]
HTT aggregate,-1.7%[9.22 µM],-1.4%,-0.9%,-4.0%,-8.1%,-11.6%,-27.1%,-15.5%[9.22 µM]
IMPase Li inh,7.2%,5.3%[38.3 µM],23.8%,26.1%[38.3 µM],-6.1%[38.3 µM],17.8%[38.3 µM],15.6%[38.3 µM],6.1%
Epigenetic derep,-0.3%,-5.9%,-1.0%,-0.9%,-2.3%,-1.7%,-0.8%,1.1%

25. COc1ccccc1NC(=S)NCc1ccco1
26. Cc1ccc2nc(N(CCCN(C)C)C(=O)CN3C(=O)c4ccccc4C3=O)sc2c1
27. O=C1COc2ccc(C(=O)CCl)cc2N1
28. CC(=O)c1ccc(N2CCN(C(=S)NCc3ccco3)CC2)cc1
29. O=C(CN1CCN(S(=O)(=O)c2ccc(Cl)cc2)CC1)Nc1ccc2c(c1)CCC2
30. CCOC(=O)C1CCN(c2ncnc3c2cnn3-c2ccccc2)CC1
31. CC1CCCN(c2nc3c(c(=O)[nH]c(=O)n3C)n2CCSc2nc3ccccc3o2)C1 (stereo not drawn)
32. O=C(Nc1nnc(C2CCCCC2)s1)c1ccc(Br)s1

assay / entry,25,26,27,28,29,30,31,32
CBFb-RUNX1 inh,4.9%,1.6%,-0.6%,-0.4%,7.9%,8.3%,-0.5%,0.3%
NPSR antag,8.3%[46.1 µM],6.5%,10.7%,-18.3%,-35.8%,-27.3%[46.1 µM],-8.7%[46.1 µM],?
Luc counter,-3.7%,-0.8%,·,2.6%,0.1%,2.1%,-0.8%,2.6%
LMNA splice mod,0.5%,-11.9%[46 µM],·,-2.7%[46 µM],?,0.6%,?,-1.7%
HTT aggregate,12.5%,6.4%,-7.9%[9.22 µM],13.5%,0.3%,5.2%,9.2%,-2.3%
IMPase Li inh,24.6%[38.3 µM],3.8%,·,11.6%,8.3%,23.8%[38.3 µM],6.3%[38.3 µM],10µM*
Epigenetic derep,1.4%,-1.1%,?,1.1%,-1.8%,0.0%,2.9%,1.2%

33. CCCOc1ccc(Cn2c(=O)oc3ccc(C)cc32)cc1OC
34. CCC(C)C(=O)Nc1c2c(nc3c1CCC3)CCCC2 (stereo not drawn)
35. Cc1nnc(NC(=O)C(C)Sc2nncn2C)s1 (stereo not drawn)
36. O=C(CNCCO)Nc1ccc(F)c(Cl)c1
37. CN(C)/C=C(\C(=O)c1cccc(Cl)c1)c1nnnn1-c1ccccc1
38. CCOC(=O)c1nn(-c2ccc(Cl)cc2)c2nc(-c3ccc(C)cc3)c(C#N)c(=O)n12
39. Cn1c2ccccc2c(=O)c2c(=O)n(Cc3ccco3)c(-c3ccc(C(C)(C)C)cc3)nc21
40. CC1CCN(CCCn2c(=S)[nH]c3ccc(N4CCOCC4)cc3c2=O)CC1

assay / entry,33,34,35,36,37,38,39,40
CBFb-RUNX1 inh,4.6%,7.3%,9.5%,3.4%,-5.7%,2.1%,6.9%,2.3%
NPSR antag,-15.8%,-11.5%[46.1 µM],-7.7%[46.1 µM],1.4%,11.9%,?,?,-16.1%[46.1 µM]
Luc counter,3.6%,-0.4%,-4.5%,-2.3%,·,6.3%,·,0.5%
LMNA splice mod,-14.6%,-8.8%,-6.7%,17.1%[46 µM],·,3.4%,·,-8.7%
HTT aggregate,?,4.4%,-1.5%,1.0%,-7.7%[9.22 µM],-7.2%,-6.3%[9.22 µM],-14.0%
IMPase Li inh,7.5%,-2.9%[38.3 µM],5.9%[38.3 µM],-1.7%,·,-18.4%[38.3 µM],·,-6.7%[38.3 µM]
Epigenetic derep,-1.0%,0.0%,1.3%,-0.1%,-1.8%,-1.0%,-1.0%,-0.3%

41. O=[N+]([O-])c1cccc(C(=Nc2ccccc2)NO)c1
42. O=C(CNC(=O)c1cccs1)OCC(=O)c1ccccc1Cl
43. COc1ccccc1NC(=O)N1CCN(c2cc(-c3ccccc3)nc3ncnn23)CC1
44. CCOC(=O)CN1C(=O)S/C(=C/c2cccc([N+](=O)[O-])c2O)C1=O
45. Cc1ccccc1NC(=O)COC(=O)c1ccc(CSc2ccc(Cl)cc2)cc1
46. O=C(CCCCCNC(=O)c1ccccc1Br)N=Nc1c(O)[nH]c2ccccc12
47. Cc1ccc(C(=O)N(Cc2ccccc2)C(C)(C)C)cc1C

assay / entry,41,42,43,44,45,46,47
CBFb-RUNX1 inh,-7.3%,0.6%,0.9%,-5.5%,5.3%,2.4%,11.8%
NPSR antag,1.1%,0.4%,-20.8%[46.1 µM],-40.7%,-10.2%,-32.4%,-56.2%
Luc counter,3.6%,-7.6%,-1.6%,-16.1%,-4.7%,-2.3%,1.2%
LMNA splice mod,-11.5%,-13.0%[9.22 µM],?,·,?,?,?
HTT aggregate,-13.8%,-1.1%,10µM*,-22.0%,4.3%,8.6%,-5.7%
IMPase Li inh,10.3%,5.4%,6.5%[38.3 µM],11.8%,-0.6%,0.9%,12.7%
Epigenetic derep,4.2%,-1.1%,2.1%,0.0%,1.5%,-1.9%,-0.4%
